Source: PubChem BioAssay (Sanford-Burnham Center for Chemical Genomics)
CXCR6 block: blocks human CXCR6 beta-arrestin recruitment. O00574. CHO-K1 PathHunter CXCR6 beta-arrestin, luminescence. inhibition, % at 20 µM. 360,000 compounds, 0.36% hits. AID 602244; in the data active = inhibition above about 34%, passing the limit was not always enough;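 also: antagonist mode with CXCL16 agonist at 10 nM final; 0% = 10 nM CXCL16 with DMSO and 100% = unstimulated wells without agonist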
Target sequence (O00574 whole entry, looked up): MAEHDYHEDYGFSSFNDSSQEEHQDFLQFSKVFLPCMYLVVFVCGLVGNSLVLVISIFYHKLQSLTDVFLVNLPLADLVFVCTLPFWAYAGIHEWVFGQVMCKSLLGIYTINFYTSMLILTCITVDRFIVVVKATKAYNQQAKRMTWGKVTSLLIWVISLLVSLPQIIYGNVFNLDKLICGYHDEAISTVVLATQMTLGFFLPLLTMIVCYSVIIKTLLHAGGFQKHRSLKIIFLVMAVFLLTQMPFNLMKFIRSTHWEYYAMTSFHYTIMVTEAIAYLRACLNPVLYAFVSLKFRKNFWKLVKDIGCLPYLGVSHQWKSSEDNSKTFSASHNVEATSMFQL
tim23-1 inh: inhibits growth of tim23-1 mutant yeast; 330,000 compounds, 1.3% hits; S. cerevisiae tim23-1 growth, BacTiter-Glo luminescence, 24 h; inhibition, % at 20 µM; AID 463212;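 active = growth inhibition of the mutant yeast at or above 50%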;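 also: temperature-sensitive mutant grown at 25 °C; plate controls were DMSO-treated mutant yeast for no effect and medium wells lacking yeast for full effect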
TIM10 inh: growth inhibitors of TIM10 yeast strain; inhibition, % at 10 µM; S. cerevisiae TIM10 strain growth, BacTiter-Glo luminescence, 24 h; AID 463195; 330,000 compounds, 1.4% hits;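 active = inhibition of 40% or more at the single tested concentration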;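 also: wild-type TIM10 isogenic control strain grown at permissive 25 °C; 0% = DMSO yeast wells and 100% = minimal medium wells without yeast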
APJ antag: APJ receptor antagonism; P35414; CHO-K1 APJ beta-arrestin complementation, luminescence; inhibition, % at 20 µM; 330,000 compounds, 0.32% hits; AID 2521;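 active = inhibition above about 40% at 20 µM, limit read from the data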;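 also: cells challenged with 10 nM apelin-13 agonist together with compound; plate controls were apelin-13 plus DMSO wells for no effect and DMSO wells lacking apelin-13 for full effect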
Target sequence (P35414 whole entry, looked up): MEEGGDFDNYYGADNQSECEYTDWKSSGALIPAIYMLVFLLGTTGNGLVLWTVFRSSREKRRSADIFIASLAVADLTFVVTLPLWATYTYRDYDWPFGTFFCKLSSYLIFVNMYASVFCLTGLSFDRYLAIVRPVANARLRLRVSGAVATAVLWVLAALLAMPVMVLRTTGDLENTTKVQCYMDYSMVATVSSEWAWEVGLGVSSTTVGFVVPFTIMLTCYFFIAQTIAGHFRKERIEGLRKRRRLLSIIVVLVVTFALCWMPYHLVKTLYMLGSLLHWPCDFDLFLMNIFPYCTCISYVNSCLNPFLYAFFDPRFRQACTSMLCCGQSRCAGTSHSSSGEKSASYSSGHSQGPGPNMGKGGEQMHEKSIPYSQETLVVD
APJ ag: APJ receptor agonism. CHO-K1 APJ PathHunter beta-arrestin, luminescence; 0% DMSO wells, 100% apelin. 330,000 compounds, 0.11% hits. activation, % at 20 µM;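 active = activation more than six SD over the plate average, tested at 20 µM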;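 also: 0% = DMSO alone and 100% = apelin-13 at 10 nM; some results filed as inactive read as strong as hits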
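Assay system: engineered CHO-K1 APJ arrestin reporter cells; Amount: 1000 CHO-K1 reporter cells seeded per well; Dosing: one dose, 20 µM compound, 1% DMSO; Times: compound stimulation 90 min at 25 °C, detection 60 min; Measured by: luminescent beta-gal fragment complementation, chemiluminescent substrate; Read-out: APJ–arrestin association signal; Controls: DMSO vs Apelin-13 10 nM.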
Mdm2-MdmX inh: inhibitors of human Mdm2/MdmX interaction | SaOS-2 split-luciferase Mdm2/MdmX complementation, luminescence | inhibition, % at 8 µM | 330,000 compounds, 3% hits | AID 485346;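 active = inhibition of at least 50% at 8 µM in the primary screen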
tim10-1 inh: growth inhibitors of tim10-1 mutant yeast | inhibition, % at 20 µM | S. cerevisiae tim10-1 ts strain growth, BacTiter-Glo, 24 h | 330,000 compounds, 2.2% hits | AID 463190;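 active = inhibition of at least 40%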;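 also: mutant grown at 25 °C; 0% = DMSO wells with yeast and 100% = wells holding no yeast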
CHOP UPR activ: apoptotic UPR (CHOP) activation | CHO-CHOP luciferase reporter, luminescence; percent of tunicamycin response over DMSO baseline | activation, % at 10 µM | 330,000 compounds, 0.34% hits | AID 449763;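 active = at 10 µM dose, activation of 40% or more, normalized to positive control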;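 also: 100% = tunicamycin at 10 µg/mL and 0% = DMSO alone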
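Evaluation: % reporter activation, DMSO baseline versus tunicamycin full activation; System: CHO-CHOP luciferase reporter cell line; Input: 500 cells/well; Incubation: 6 h compound treatment, 37 °C; Measured by: Steady-Glo luciferase luminescence; Dosing: one dose, 10 µM in 0.5% DMSO; Buffer or medium: F12 medium, 10% FBS; Benchmarks: positive tunicamycin 10 µg/mL, negative DMSO alone.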
XBP1 UPR activ: adaptive UPR (XBP1) activation | AID 463104 | activation, % at 20 µM | CHO-XBP1 luciferase reporter, IRE1-XBP1 UPR activation, luminescence; percent of tunicamycin response, DMSO as zero | 330,000 compounds, 0.33% hits;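 active = versus positive control, 20 µM dose yields 30% or more activation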;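 also: 100% = tunicamycin at 10 µg/mL and 0% = DMSO only wells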
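Material: CHO-XBP1 cells stably carrying IRE1-XBP1-driven luciferase reporter / Amount: 1000 cells per well / Compound: 20 µM, 1% DMSO / Times: 6 h treatment, 37 °C / Detection: luciferase luminescence / Measure: % activation of reporter signal versus tunicamycin and DMSO controls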
The depositor's hits bear a star; . = not tested or not shown. Only part of the results is shown. The share of hits here may be higher or lower than overall.

SMILES	CXCR6 block	tim23-1 inh	TIM10 inh	APJ antag	APJ ag	Mdm2-MdmX inh	tim10-1 inh	CHOP UPR activ	XBP1 UPR activ
O=C(Nc1ccccc1)ON=C1CCCC1	7	39	40	-1	2	-18	34	6.1	2
O=C(C1CCCO1)N1CCN(C(=S)Nc2cccc(F)c2)CC1 (stereo not drawn)	0	8	1	-7	-9	-18	-4	1.6	-1
COc1cccc(CC(=O)OCC(=O)NCc2ccc3c(c2)OCO3)c1	4	24	0	-6	-5	2	7	0.2	-4
CCCCC(CC)C(=O)Nc1ccccc1C#N (stereo not drawn)	5	9	0	16	-2	-16	16	-0.1	-2
CCOC(=O)C1=C(c2ccccc2)NC(=S)NC1C (stereo not drawn)	0	12	7	-4	4	-9	14	-1.1	-1
COc1ccc(NC(=O)CN2C(=O)COc3ccc(S(=O)(=O)N4CCOCC4)cc32)cc1	13	16	18	-4	3	17	12	-0.3	-5
CC(=O)c1ccc(NC(=O)C2CCCN2S(=O)(=O)c2ccc(F)cc2)cc1 (stereo not drawn)	6	21	4	0	-4	17	22	0.2	0
CCCCc1nnc(NC(=O)c2ccc(-n3cncn3)c([N+](=O)[O-])c2)s1	2	-8	-10	14	-7	15	-7	-0.1	0
Cc1cc(C)c(C)c(S(=O)(=O)NCc2ccc(C(=O)N3CCN(C)CC3)cc2)c1C	-5	3	-4	9	1	6	3	-2.0	-4
CC(=O)Oc1ccc2oc(C)c(C(=O)N3CCOCC3)c2c1	2	3	-1	19	2	-8	-11	-1.3	3
COc1ccc(OCc2nnc(SCC(=O)c3ccccc3)o2)cc1	4	-3	11	28	-3	36	17	0.4	-1
O=C(CCN1CCOCC1)NNC(=S)NC(=O)c1ccc(Br)cc1	4	-51	3	34	-4	15	-18	0.8	-2
CC(C)NC(=O)C1CCN(c2ccc(S(=O)(=O)N3CCOCC3)cc2Cl)CC1	11	14	-12	11	7	-12	13	0.3	-3
COc1ccc(-c2csc(NC(CO)c3nc4ccccc4n3Cc3ccc(C)cc3)n2)cc1 (stereo not drawn)	3	29	29	21	2	2	37	2.7	-2
Cc1cc(N)n2ncc(-c3ccc(Cl)cc3)c2n1	4	71*	22	0	1	-2	53*	7.6	9
CC1CC(C)CN(CCOc2ccc(Br)cc2)C1 (stereo not drawn)	-7	12	7	-3	-4	-2	8	0.9	0
O=C(Cn1cncn1)N1CCN(c2ccc(F)cc2)CC1	-8	13	8	19	-1	12	-1	1.1	-1
Cc1cc2cc(CCNC(=O)C3c4ccccc4Oc4ccccc43)c(=O)[nH]c2cc1C	.	4	-5	-5	-2	63*	3	3.9	7
O=C(Nc1ncc([N+](=O)[O-])s1)c1ccco1	12	53*	46*	31	-1	6	40*	3.2	0
COCCN(C(=O)CSc1nc2ccc(OC)cc2[nH]1)c1c(N)n(Cc2ccccc2)c(=O)[nH]c1=O	-4	-2	-8	7	-3	6	-1	0.3	-2

An excerpt of these results, comma-delimited:
Compound,CXCR6 block,tim23-1 inh,TIM10 inh,APJ antag,APJ ag,Mdm2-MdmX inh,tim10-1 inh,CHOP UPR activ,XBP1 UPR activ
CC1CC(C)CN(CCOc2ccc(Br)cc2)C1 (stereo not drawn),-7,12,7,-3,-4,-2,8,0.9,0
O=C(Cn1cncn1)N1CCN(c2ccc(F)cc2)CC1,-8,13,8,19,-1,12,-1,1.1,-1

The list goes on.
SMILES	CXCR6 block	tim23-1 inh	TIM10 inh	APJ antag	APJ ag	Mdm2-MdmX inh	tim10-1 inh	CHOP UPR activ	XBP1 UPR activ
COCCNC(=O)CCCCCNS(=O)(=O)c1ccc(C)cc1	-4	12	-3	5	-2	-19	9	0.6	2
COc1ccc(CN(Cc2cccn2C)S(=O)(=O)c2cccc(C(F)(F)F)c2)cc1	-2	17	15	-9	-6	-2	9	-0.3	1
CCOC(=O)c1c(NC(=O)NC(C)(C)C)sc2c1CCN(C)C2	-1	21	15	4	2	15	19	1.3	-1
CCc1cc(CNC(=O)CCc2nnc(Cc3cccc(C)c3)o2)on1	7	10	-5	-4	-3	8	0	0.2	2
CCCN(CC(=O)Nc1ccccc1OC)C(=O)Cc1ccc2c(c1)CCC2	13	37	26	9	-5	40	31	-2.4	-2
CCOC(=O)N1CCN(CC(O)COc2ccc(C(C)C)c(C)c2)CC1 (stereo not drawn)	-5	14	6	-15	-3	8	15	-0.2	0
COC(=O)c1cc(O)cc(OC)c1Oc1cc(C)cc(O)c1C(=O)O	0	10	4	-2	3	84*	11	0.7	-2
Cc1nn(Cc2ccc(Cl)cc2)c(C)c1NC(=O)/C=C/c1cnn(C)c1	4	20	5	-4	1	12	5	0.1	-3
CC(O)CN1CC(O)=C(c2nc3ccccc3s2)C1=N (stereo not drawn)	-3	12	1	20	-2	14	14	1.2	2
O=C(/C=C/NCc1cccnc1)c1ccc(Br)cc1	2	20	15	12	5	6	4	6.0	2
O=C(Oc1cccnc1)c1cccc(Cl)c1	8	12	1	0	-4	20	7	0.8	1
Cn1c(=O)c2c(nc(CN3CCN(Cc4ccccc4)CC3)n2CCN2CCOCC2)n(C)c1=O	0	1	8	-1	-6	-2	1	-3.5	-1
S=C(NCC1COc2ccccc2O1)Nc1ccc(Br)cc1 (stereo not drawn)	-14	2	-2	-2	-2	6	8	-2.1	-2
COc1cccc(-c2ncc3ccccc3c2COC(=O)CCC(=O)O)c1	0	1	-2	3	-3	16	4	3.8	-4
Cc1cc(OCCn2nc(C(=O)O)c3ccccc3c2=O)ccc1C(C)C	-8	17	6	-8	-2	-5	4	0.3	0
CC(=O)Nc1ccc(S(=O)(=O)NC2(C(F)(F)F)C(=O)Nc3c2c(=O)[nH]c(=O)n3Cc2cccnc2)cc1 (stereo not drawn)	4	0	3	2	-2	-22	-1	4.9	-3
CCCCCCOc1ccc(/C=N/NC(=O)C2CC2)cc1	-11	10	3	-21	-3	12	-2	7.3	0
COC(=O)[C@@]1(Cc2ccccc2)[C@@H]2C(=CC(=O)[C@H]2CC(=O)C(=O)N(C)C)CN1C(=O)c1ccccc1	-1	39	34	15	-2	29	35	4.0	-1
COc1ccccc1CN1CC(C(=O)N2CCCCCCC2)CCC1=O (stereo not drawn)	8	-9	3	-17	7	-3	-6	1.4	-3
c1ccc(COC2CCCN(Cc3nc(-c4cccs4)no3)C2)nc1 (stereo not drawn)	3	11	-3	-6	-4	9	36	-2.1	-2
O=C(NC1CCCC1)c1cnc2n(c1=O)CCS2	-3	21	2	8	7	-17	-2	-0.1	0
COc1c(Cl)cc(Cl)cc1/C=N/NC(=O)c1nnn(-c2nonc2N)c1CN1CCC(C)CC1	0	0	7	16	-5	34	29	7.3	68*
Cc1cccc(C)c1NC(=O)C1(C)c2cccc[n+]2CC(=O)N1Cc1cccs1 (stereo not drawn)	-9	16	29	9	-1	14	22	0.3	0
O=C(CCc1nnc2ccc(NCc3ccc(Cl)cc3)nn12)NC1CCCCC1	-9	20	18	-23	1	-16	-5	-1.9	-2
N#Cc1ccc(C(=O)Nc2cccc(NC(=O)c3ccco3)c2)c(F)c1	4	9	-6	8	-1	26	21	-0.8	0
CCOc1cccc(C(=O)Nc2ccc3oc(-c4cccnc4)nc3c2)c1	2	11	4	5	-5	12	-52	2.8	2
COc1ccc(C(=O)Nc2nnc(-c3ccccc3)o2)cc1OC	6	5	2	14	-4	13	10	4.1	-2
CCS(=O)(=O)c1nc2ccccc2n1CC(=O)N1CCCCC1	7	7	-1	-8	0	13	20	-0.7	-3
O=C(CNS(=O)(=O)c1ccc(Br)cc1Cl)OCC(=O)c1ccc[nH]1	-10	-2	-9	-5	-7	2	-6	-2.0	-4
Clc1cccc(CN2CCSCC2)c1Cl	-6	5	8	0	1	13	-9	-0.8	-4
CCOc1ccc2oc(-c3ccccc3)c(C(N)=O)c2c1	-7	17	-4	10	-3	-6	1	6.2	0
Cc1nc(SCN2C(=O)c3ccccc3C2=O)n[nH]1	-11	1	-3	4	-2	-30	6	1.4	1
CCCc1cc(=O)c2c(O)ccc(OC)c2o1	4	9	15	11	-5	10	10	1.4	2
COc1ccccc1N(CC(=O)NCc1ccccn1)S(C)(=O)=O	-3	3	-9	5	1	-36	-1	-1.6	0
COCCNC(=O)/C(C#N)=C/c1ccc(O)cc1	6	42	14	-1	-2	11	35	0.4	-1
COc1ccc(NC(=O)N2CCN(c3cccc(C(F)(F)F)c3)CC2)cc1	-2	-12	-24	-2	-8	27	2	-1.7	-1
CC(=O)N1CCn2c3c(c(=O)c4cc(C)ccc42)CCC31 (stereo not drawn)	12	11	-3	40*	-11	21	0	-2.6	-2
COc1ccccc1C(=O)Nc1ccnn1C1CCN(C2CCSCC2)CC1	2	-1	-1	11	0	8	-3	-1.1	-2
O=C(C1CC(=O)N(C2CCCCC2)C1)N1CCN(c2ccccc2)CC1 (stereo not drawn)	37*	18	2	-25	-3	-9	10	0.6	-1
C=C(C)C1CC=C(C)/C(=N/NC(=O)c2cccs2)C1 (stereo not drawn)	-8	4	1	5	-3	-105	-12	3.0	0
CCOC(=O)NC(NS(=O)(=O)c1ccccc1)(C(=O)OCC)C(F)(F)F (stereo not drawn)	-8	17	17	2	-2	-10	19	1.2	-3
CCOc1ccc(C(=O)N/N=C/c2ccc(-c3ccc(S(=O)(=O)Nc4ncccn4)cc3)o2)cc1	3	2	22	7	-5	1	12	-1.0	3
Cc1nc2ccc(S(=O)(=O)N(C)CC(=O)NCc3ccc(N(C)C)cc3)cc2s1	1	1	1	-5	2	-5	5	1.8	-2
COC(=O)c1cn(Nc2ncc(C(F)(F)F)cc2Cl)c(=O)c2ccccc12	-16	25	25	8	-4	-11	28	-0.7	0
Cc1ccc(C2=NN=C(NC(=O)CSc3nc(C)cc(C)n3)SC2)cc1	.	26	9	-3	3	9	15	4.0	0
C=CCn1c(SCC(=O)NC2CCCC2)nnc1-c1cccnc1	0	3	-9	-12	-3	6	-18	-1.3	23
O=C(/C=C/c1ccc(F)cc1)N1CCN(c2ncccn2)CC1	-3	-1	-19	10	-1	4	-13	1.5	0
COC(=O)c1cccc(CSc2nnc(C)s2)c1	-4	20	9	-15	-4	8	11	0.7	5
O=C(Nc1ccc(Cl)c(Cl)c1)Nc1ccccc1O	-20	9	-19	-30	3	-221	-11	3.7	0
COc1ccc(CCn2c(C)cc(C(=O)CN3C(=O)C(=O)N(C4CCCC4)C3=O)c2C)cc1OC	-4	14	10	13	-5	-3	13	-0.5	-1
CCOC(=O)N1CCN(C(=O)C2CCN(S(=O)(=O)c3ccc(Br)s3)CC2)CC1	-4	12	9	4	-4	-10	20	1.0	-2
O=C(NC1CC1)C1=C[C@@H](c2ccc(Br)cc2)C[C@@H](OCc2ccc(CO)cc2)O1	10	25	11	11	3	-8	17	2.2	-1
